Nrf2 ARE act – activates Nrf2 signaling; Potency, µM (doses to about 46.1 µM), for inactives: top-dose activation, most hits filed as activators; 0.31% of 410,000 active; AREc32 ARE-luciferase reporter (MCF7-derived line), luminescence, 24 h; AID 624171; note: potency is the fitted concentration of half-maximal effect; % of control where 0% means no effect; nearly all actives have a fitted effect of over 65% in size
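Luciferase luminescence (Steady-Glo, 30 min at room temperature) served as the read-out of ARE activation in AREc32 cells treated with compounds for 24 hr at 37 deg C.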
TGFb inhibitor – blocks TGF-b signaling; HepG2 CAGA-GFP TGF-b/SMAD3 reporter, GFP fluorescence, 18 h; TGF-beta stimulated, 500 pg/mL final; Potency, µM (doses to about 46.1 µM), without a hit: at the highest dose activity, negative = inhibition, hits mostly inhibitors; 1.2% of 410,000 active; note: potency is the fitted concentration of half-maximal effect; % is set by controls: 0 for no effect and ±100 for the full control effect; nearly all actives have a fitted effect of over 65% in size
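Per well, imaged GFP fluorescence of HEPG2 CAGA-GFP cells gives the signal; cells get compound, then TGF-beta (500 pg/mL final), 18 h at 37 degrees C; %Activity versus -TGF-beta and +DMSO controls.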
pAkt inh – Akt phosphorylation inhibition | activity change, % for hits at 50 µM | Neuro2A IGF-stimulated pAkt S473 HTRF, 20 min; stronger effect = lower value | 0.32% of 360,000 active; in the data active = activity change below about -80%; inconclusive = mostly about -51% to -80%; note: % is set by controls: 0 for no effect and ±100 for the full control effect
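Single-point screen (50 µM final compound) in Neuro2A cells stimulated 20 min with 6 nM IGF at 37 deg C. After lysis, Ser473-phosphorylated Akt read by HTRF (ex 330 nm, em 615/665 nm) as the 665/615 ratio.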
EPAC2 antag – blocks human EPAC2 exchange factor; Potency, µM (doses to about 114 µM), without a hit: at the top dose activity, negative = inhibition, most hits filed as inhibitors; AID 720708; EPAC2 GEF exchange of Rap1B-BODIPY-GDP, fluorescence; Q8WZA2; 0.18% of 360,000 active; note: potency is the fitted concentration of half-maximal effect; % is set by controls: 0 for no effect and ±100 for the full control effect; nearly all actives have a fitted effect of over 45% in size; many of its hits are not listed in these tables
Target sequence (Q8WZA2 whole entry, looked up): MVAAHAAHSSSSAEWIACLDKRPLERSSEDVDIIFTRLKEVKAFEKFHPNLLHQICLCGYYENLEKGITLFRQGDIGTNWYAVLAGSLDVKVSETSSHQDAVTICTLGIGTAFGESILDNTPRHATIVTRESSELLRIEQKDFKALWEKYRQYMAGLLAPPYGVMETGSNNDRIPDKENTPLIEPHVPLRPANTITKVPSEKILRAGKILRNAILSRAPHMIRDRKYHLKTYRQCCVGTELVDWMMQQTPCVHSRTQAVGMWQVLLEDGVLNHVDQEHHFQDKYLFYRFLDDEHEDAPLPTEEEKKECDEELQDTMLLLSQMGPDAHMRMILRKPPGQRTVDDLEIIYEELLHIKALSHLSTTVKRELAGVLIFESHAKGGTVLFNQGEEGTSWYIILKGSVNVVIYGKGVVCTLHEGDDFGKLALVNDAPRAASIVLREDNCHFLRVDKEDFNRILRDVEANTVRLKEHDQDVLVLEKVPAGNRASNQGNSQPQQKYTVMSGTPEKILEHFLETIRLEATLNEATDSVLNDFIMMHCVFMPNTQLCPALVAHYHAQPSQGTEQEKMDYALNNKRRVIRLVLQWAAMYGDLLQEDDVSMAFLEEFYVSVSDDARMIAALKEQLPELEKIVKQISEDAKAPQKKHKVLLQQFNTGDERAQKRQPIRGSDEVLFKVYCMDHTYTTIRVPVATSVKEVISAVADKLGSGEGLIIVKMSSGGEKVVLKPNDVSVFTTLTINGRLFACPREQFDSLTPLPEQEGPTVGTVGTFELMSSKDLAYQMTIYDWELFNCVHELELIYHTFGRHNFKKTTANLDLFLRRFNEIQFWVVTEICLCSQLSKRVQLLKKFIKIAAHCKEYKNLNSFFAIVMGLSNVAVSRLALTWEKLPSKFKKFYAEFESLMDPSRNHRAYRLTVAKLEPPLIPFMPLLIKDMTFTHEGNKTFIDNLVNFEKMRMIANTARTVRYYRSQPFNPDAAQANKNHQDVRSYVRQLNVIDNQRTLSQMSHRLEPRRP
Mm-Cpn inhibitor – M. maripaludis TRiC chaperonin inhibition. purified Mm-Cpn ATPase, ADP Transcreener TR-FRET. Potency, µM (top dose mostly 76.9 µM), for the others: at the highest dose activity, negative = inhibition, most hits filed as inhibitors. 0.031% of 330,000 active; note: potency is the fitted concentration of half-maximal effect; % is set by controls: 0 for no effect and ±100 for the full control effect; nearly all actives have a fitted effect of over 80% in size
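TR-FRET (320 nm excitation; 590 and 665 nm emission) reports ADP made from 10 uM ATP by 25 nM enzyme; compounds were preincubated 10 min, reaction run 30 min, both at 37°C.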
EPAC2 ag – agonists of human EPAC2 (RAPGEF4) | Q8WZA2 | Potency, µM (highest dose often 154 µM), for inactives: top-dose activation, usual class: activators | EPAC2 activation, biochemical qHTS; response scale: 100% = 6.5 mM cAMP response | 0.079% of 360,000 active; note: potency is the fitted concentration of half-maximal effect; nearly all actives have a fitted effect of over 50% in size
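Compounds were added across a concentration range to EPAC2 (100 nM), RAP1B-BODIPY-GDP (250 nM) and GDP (50 uM). After 5 min at room temperature, fluorescence was recorded at 5-min intervals for 30 min.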
CCT chaperon mod – changes cytosolic chaperonin activity. purified chaperonin ATPase assay, HTRF ADP detection, 30 min. activity change, % (test concentration not listed), hits read low. 0.3% of 360,000 active; in the data active = activity change below about -30%; note: % is set by controls: 0 for no effect and ±100 for the full control effect
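TRiC (40 or 20 nM final, by batch activity) in 30 mM Tris pH 7.4, 100 mM KCl, 5 mM MgCl2, 1 mM DTT was treated with compound at 76 uM single dose, then 10 uM ATP, 30 min at 37 °C. ADP was read by HTRF Transcreener.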
A549 tox – A549 cytotoxicity, counter-screen for Nrf2 inhibitors | A549 ARE-Fluc cells, CellTiter-Fluor viability, 18-24 h | Potency, µM (doses to about 46 µM), inactives show top-dose activity change, negative = cytotoxicity, hits mostly inhibitors | 0.16% of 390,000 active | AID 504648; note: potency is the fitted concentration of half-maximal effect; % is set by controls: 0 for no effect and ±100 for the full control effect
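A549 ARE-Fluc cells in 5% FBS OPTI-MEM, 5000 cells/well, rested 2 h then exposed to compounds in concentration-response for 18-24 h at 37 °C. Viability by CellTiter-Fluor fluorescence (Ex 405/Em 525) after 30 min; luciferase luminescence (BugLite, 15 min, RT) read afterwards.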
Nrf2 inh – inhibitors of Nrf2 signaling; 2.1% of 360,000 active; Potency, µM (top dose mostly 46 µM), without a hit: at the top dose activity change, negative = inhibition, actives largely listed as inhibitors; A549 ARE-Fluc reporter, luciferase luminescence, 18-24 h; AID 504444; note: potency is the fitted concentration of half-maximal effect; % is set by controls: 0 for no effect and ±100 for the full control effect; nearly all actives have a fitted effect of over 60% in size
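Concentration-response testing used A549 ARE_Fluc cells at 5000 cells/well. Following an 18-24 h compound incubation, viability was read by fluorescence (Ex 405/Em 525) and luciferase output by luminescence.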
Numbers without * were called inactive; i = inactive; u = inconclusive; x = not tested or not shown; [ ] = another dose, or the depositor's remark. Unless noted, calls come from the whole dose curve; as a rule, active = well fitted curve in the direction sought with a large enough effect; inconclusive = small, poorly fitted or top-dose-only effect, or another doubt; inactive = no such curve, though single readings can be large; an effect the other way counts as inactive or inconclusive.

#1 CCN(Cc1ccccc1)S(=O)(=O)c1ccc(S(=O)(=O)N(Cc2cccc(OC)c2)CC2CCCO2)cc1 (stereo not given)
#2 COc1ccccc1CC(=O)NC(=O)c1ccccc1O
#3 CC(C)CN1C(=O)N(c2ccc(Cl)cc2)C(C)(O)CC1(C)C (stereo not given)
#4 COc1cc(/C=C/C(=O)Nc2ccc(S(=O)(=O)Nc3onc(C)c3C)cc2)cc(OC)c1OC
#5 Cn1c(SCC(=O)N2CCCc3ccccc32)nnc1-c1cccs1
#6 CCOC(=O)C1CCN(S(=O)(=O)c2cccc(-c3csc(C)n3)c2)CC1
entry no.	1	2	3	4	5	6
Nrf2 ARE act	-0.3%	-1.3%	-0.6%	0.1%	14%	-0.6%
TGFb inhibitor	-12%	10%	5%	2%	1%	-4%
pAkt inh	i	i	i	i	i	i
EPAC2 antag	-5%	-14%	-3%	-15%	17%	-3%
Mm-Cpn inhibitor	-3%	-3%	1%	x	-3%	-8%
EPAC2 ag	16%	-4%	-1%	1%	8%	20%
CCT chaperon mod	-5.6	-0.2	-3.8	0.2	-0.9	2.6
A549 tox	u	2%	0%	-1%	x	-4%
Nrf2 inh	3%	-14%	3%	2%	9%	2%

#7 CCCCNC(=O)C1c2ccccc2OCC(=O)N1C1CC1 (stereo not given)
#8 COc1cccc(-c2csc(/C(C#N)=C/Nc3cc4oc5ccccc5c4cc3OC)n2)c1
#9 C=CCC(CC=C)(NC(=O)c1ccccc1C(=O)O)c1ccccc1
#10 Cc1nnc(-c2ccc(Oc3ccc(Br)cc3)c([N+](=O)[O-])c2)o1
#11 N#Cc1ccc(COC(=O)c2cc(=O)c3ccccc3o2)cc1
#12 O=C(C1=NOC(CNc2ncc(C(F)(F)F)cc2Cl)C1)N1CCOCC1 (stereo not given)
entry no.	7	8	9	10	11	12
Nrf2 ARE act	0.1%	2.1%	0.4%	-0.3%	2.1%	-0.8%
TGFb inhibitor	x	8%	-10%	-5%	-24%	12%
pAkt inh	i	i	i	i	i	i
EPAC2 antag	8%	23%	11%	4%	0%	-3%
Mm-Cpn inhibitor	x	-7%	-5%	2%	2%	5%
EPAC2 ag	7%	5%	4%	-7%	2%	2%
CCT chaperon mod	-1.8	-4.2	-2.2	1.2	-0.1	2.3
A549 tox	x	-4%	0%	17%	15%	-3%
Nrf2 inh	x	u	9%	36%	8%	-19%

#13 Cc1nn(CCC#N)c2nc(C(F)(F)F)[nH]c(=O)c12
#14 CC(C)NCC(=O)NC12CC3CC(CC(C3)C1)C2
#15 Cc1cc(N2CCCCC2)nc2ccc(NC(=O)c3ccc(Br)o3)cc12
#16 Cc1nn(-c2ccccc2)c(N)c1N=Nc1ccc2ccccc2c1
#17 OCCCCCCNc1ccc(CCO)cc1
#18 CC(Oc1ccccc1Cl)C(=O)Nc1ccccc1C(=O)N1CCOCC1 (stereo not given)
entry no.	13	14	15	16	17	18
Nrf2 ARE act	-0.7%	0.1%	-0.1%	8.0%	-1.0%	-0.7%
TGFb inhibitor	3%	-8%	-17%	u	1%	11%
pAkt inh	i	i	i	i	i	i
EPAC2 antag	-1%	-5%	-9%	2%	10%	4%
Mm-Cpn inhibitor	1%	1%	-2%	1%	x	1%
EPAC2 ag	5%	8%	16%	12%	6%	0%
CCT chaperon mod	-3.8	0.8	-1.0	-0.7	-1.4	-4.8
A549 tox	-6%	0%	u	-18%	x	-10%
Nrf2 inh	2%	6%	21µM*	213%	x	0%

Entries by screen from the list.
Nos. 13–18 in TGFb inhibitor: 3%, -8%, -17%, u, 1%, 11%
Nos. 13–18 in Nrf2 inh: 2%, 6%, 21µM*, 213%, x, 0%
Nos. 13–18 in Nrf2 ARE act: -0.7%, 0.1%, -0.1%, 8.0%, -1.0%, -0.7%

Next part.
#19 CCc1cccc(NC(=O)CN(C)S(=O)(=O)c2cnc[nH]2)c1
#20 O=C(NC1CCN(C(=S)NCCc2ccccc2)CC1)C1CC1
#21 CCn1c(CC(=O)Nc2ccc(Cl)c(Cl)c2)nnc1SCc1ccc(C)cc1
#22 Oc1c(C(c2cccs2)N2CCC3(CC2)OCCO3)sc2ncnn12 (stereo not given)
#23 O=C(NCc1ccccc1)C(c1ccc(F)cc1)N(Cc1ccc2c(c1)OCO2)C(=O)Cn1nnc(-c2cccs2)n1 (stereo not given)
#24 CC(=O)Oc1ccc2c(c1)C(=O)c1ccccc1C2=O
entry no.	19	20	21	22	23	24
Nrf2 ARE act	0.6%	-0.4%	0.1%	-0.7%	-0.1%	4.3%
TGFb inhibitor	-13%	25%	-2%	-7%	-4%	-1%
pAkt inh	i	i	i	i	i	i
EPAC2 antag	u	17%	0%	2%	10%	4%
Mm-Cpn inhibitor	1%	0%	4%	1%	-3%	-5%
EPAC2 ag	-19%	-2%	1%	10%	-1%	-6%
CCT chaperon mod	1.2	-0.3	-1.9	0.3	1.5	-0.7
A549 tox	1%	-1%	-2%	-12%	-3%	-6%
Nrf2 inh	1%	2%	14%	-18%	-3%	-1%

#25 CC(C)NS(=O)(=O)c1ccc(Br)c(C(=O)OC(C)C(=O)NC2CCCCC2C)c1 (stereo not given)
#26 O=C(O)CC(NC(=O)C(c1ccccc1)c1ccccc1)c1ccco1 (stereo not given)
#27 COc1ccc(N2CCN(C(=O)C3CCN(S(=O)(=O)N4CCOCC4)CC3)CC2)cc1
#28 CC(C)NC(=O)c1ccc2c(c1)S(=O)(=O)c1ccccc1C2=O
#29 O=C(C1COc2ccccc2O1)N1CCN(S(=O)(=O)c2ccccc2)CC1 (stereo not given)
#30 COc1cccc(OC)c1OCCOc1ccc(C(=O)c2ccccc2)cc1
entry no.	25	26	27	28	29	30
Nrf2 ARE act	0.3%	-0.6%	0.3%	2.6%	-0.7%	-0.4%
TGFb inhibitor	-14%	16%	-27%	-16%	-6%	0%
pAkt inh	i	i	i	i	i	i
EPAC2 antag	-7%	5%	4%	u	-4%	0%
Mm-Cpn inhibitor	-13%	-1%	1%	0%	2%	1%
EPAC2 ag	13%	15%	2%	-20%	-7%	-3%
CCT chaperon mod	-1.5	-2.3	-4.9	-0.8	1.8	-2.1
A549 tox	-9%	-5%	-8%	-5%	-3%	1%
Nrf2 inh	-3%	x	-22%	-10%	7%	u

Shown with values under each structure: four of the compounds above
Under each structure – Nrf2 ARE act	TGFb inhibitor	pAkt inh	EPAC2 antag	Mm-Cpn inhibitor	EPAC2 ag	CCT chaperon mod	A549 tox	Nrf2 inh
(28) CC(C)NC(=O)c1ccc2c(c1)S(=O)(=O)c1ccccc1C2=O
→ 2.6%	-16%	i	u	0%	-20%	-0.8	-5%	-10%
(25) CC(C)NS(=O)(=O)c1ccc(Br)c(C(=O)OC(C)C(=O)NC2CCCCC2C)c1 (stereo not given)
→ 0.3%	-14%	i	-7%	-13%	13%	-1.5	-9%	-3%
(30) COc1cccc(OC)c1OCCOc1ccc(C(=O)c2ccccc2)cc1
→ -0.4%	0%	i	0%	1%	-3%	-2.1	1%	u
(29) O=C(C1COc2ccccc2O1)N1CCN(S(=O)(=O)c2ccccc2)CC1 (stereo not given)
→ -0.7%	-6%	i	-4%	2%	-7%	1.8	-3%	7%

Additional records follow.
#31 COc1ccc2c(c1OC)C(=O)N1N=C(c3ccc(-c4ccccc4)cc3)CC21 (stereo not given)
#32 Clc1cccc(NCc2nnc(SCc3ccccc3Cl)o2)c1
#33 O=C(N/N=C/c1cn(-c2ccccc2)nc1-c1cc2ccccc2o1)c1ccncc1
#34 O=C(CSc1nc2ccsc2c(=O)n1Cc1ccc(C(=O)O)cc1)NCc1ccco1
#35 O=C(CCCn1cc([N+](=O)[O-])cn1)Nc1ccc2c(c1)OCO2
#36 CCCCN(C(=O)c1ccc(-c2ccc([N+](=O)[O-])cc2)o1)c1c(N)n(CC(C)C)c(=O)[nH]c1=O
entry no.	31	32	33	34	35	36
Nrf2 ARE act	-0.3%	-0.6%	7.0%	-1.3%	0.2%	2.9%
TGFb inhibitor	-1%	-5%	-24%	-3%	-2%	2%
pAkt inh	i	i	i	i	i	i
EPAC2 antag	3%	1%	3%	5%	12%	31%[activator]
Mm-Cpn inhibitor	-1%	1%	-7%	1%	2%	0%
EPAC2 ag	0%	11%	-5%	10%	13%	-10%
CCT chaperon mod	-0.7	-4.8	0.4	-4.4	1.1	1.9
A549 tox	6%	-4%	2%	0%	1%	3%
Nrf2 inh	5%	2%	u	-1%	u	-16%

#37 CC(=O)Nc1ccc(CNc2nc3cc(-c4cccc(C(F)(F)F)c4)sc3c(=O)n2C)cc1
#38 O=C(Nc1cc(S(=O)(=O)N2CCCCC2)ccc1O)c1ccccc1NS(=O)(=O)c1ccc(F)c(F)c1
#39 Cc1ccc2[nH]c(=O)cc(C(=O)OC(C)C)c2c1
#40 O=C(O)c1cc(S(=O)(=O)N2CCCCC2)ccc1N1CCCCC1
#41 C=CCN(Cc1nc(-c2cc(OC)ccc2OC)oc1C)C1CCS(=O)(=O)C1 (stereo not given)
#42 Cc1cc(=O)oc2cc(OCC(=O)Nc3ccc(O)c(C(=O)O)c3)ccc12
#43 Cc1cc(C(F)F)n2ncc(C(=O)NCc3ccc(F)cc3)c2n1
#44 CNc1ccc(-c2nc(-c3ccccn3)no2)cc1[N+](=O)[O-]
entry no.	37	38	39	40	41	42	43	44
Nrf2 ARE act	16%	0.4%	6.9%	0.0%	-0.5%	0.0%	-0.2%	2.5%
TGFb inhibitor	u	u	4%	0%	-1%	-4%	7%	-13%
pAkt inh	i	i	i	i	i	x	i	x
EPAC2 antag	7%	-14%	0%	12%	3%	x	-5%	x
Mm-Cpn inhibitor	x	0%	-3%	-3%	-27%	x	0%	x
EPAC2 ag	6%	-5%	4%	-3%	-1%	x	9%	x
CCT chaperon mod	-2.1	-0.4	-1.4	-3.9	1.6	x	0.3	x
A549 tox	x	0%	9%	0%	0%	-2%	-7%	-7%
Nrf2 inh	x	-5%	0%	1%	-4%	5%	-12%	7%

Source: PubChem BioAssay

Some of the compounds tested; the hit share may differ from the screen's.
